Bioassay records as filed in PubChem.
KOR beta-arrestin-1: KOR antagonists, beta-arrestin recruitment, cell-based, luminescence, uHTS (AID 1778). Kappa-type opioid receptor (Homo sapiens). KOR beta-arrestin recruitment, luminescence, antagonist mode; higher % means a stronger effect. inhibition, % at 10 µM, or IC50 in µM where a hit was titrated. 290,000 tested, 0.091% active; in the data active = inhibition above about 50%; also: strong numbers were not always called active
K1F lysis inhibition: inhibition of K1F phage lysis, E. coli UTI89, bacterial capsule biogenesis inhibitors, alamar blue (AID 488966) | E. coli UTI89 K1F phage lysis, alamar blue, 2 h; higher % means a stronger effect | inhibition, % at 100 µM; hits with a dose series show IC50 in µM | 340,000 tested, 0.02% active;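 active = phage lysis inhibition, versus mean bacterial control, above a set limit; inconclusive = no clear call, values can overlap the other calls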;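 also: capsule biogenesis inhibitors block K1F phage lysis so surviving cells raise fluorescence; higher fluorescence means more inhibition of phage lysis; actives were called in the ten point dose series up to 300 µM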
GPR55 antagonists: GPR55 antagonists blocking LPI-driven arrestin recruitment, primary screen, imaging, U2OS, beta-arrestin-GFP, LPI agonist (AID 2013) | 290,000 tested, 0.13% active | one-dose inhibition, % at 10 µM; IC50 in µM for titrated hits | G-protein coupled receptor 55 (Homo sapiens) | U2OS GPR55 beta-arrestin-GFP translocation imaging, LPI antagonism; higher % means a stronger effect;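 active = spots per cell inhibited over 60%, with over 100 cells counted and total cytoplasm intensity under 500,000; inconclusive = wells with under 100 cells, flagged as likely toxic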;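 also: U2OS cells stably carrying GPR55 and arrestin-GFP stimulated by 5 µM LPI near EC80; imaged beta-arrestin-GFP aggregate spots per cell after agonist stimulation; plate controls were LPI-stimulated DMSO wells for no effect and DMSO wells without LPI for full effect; some results filed as inactive read as strong as hits; confirmed hits need IC50 under 10 µM and bright autofluorescent wells are also inconclusive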
GPR35 arrestin U2OS: GPR35 antagonists blocking zaprinast-driven arrestin recruitment, primary screen, imaging, U2OS, beta-arrestin-GFP, zaprinast agonist (AID 2058). 290,000 tested, 0.052% active. inhibition, % at 10 µM; hits with a dose series show IC50 in µM. U2OS GPR35 beta-arrestin-GFP translocation imaging, zaprinast antagonism; higher % means a stronger effect;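 active = inhibition of at least 50% with at least 30 cells and total cytoplasm GFP at most 10,000,000; inconclusive = under 30 cells or total GFP of 10,000,000 plus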
Rac1 GTP hydrolysis: MgcRacGAP GTPase-activating activity inhibitors, confirmation, biochemical, ADP Hunter fluorescence; 340,000 tested, 0.6% active; Rac GTPase-activating protein 1 (Homo sapiens); inhibition, % at 30 µM; hits with a dose series show IC50 in µM; MgcRacGAP-stimulated Rac1 GTP hydrolysis, ADP Hunter fluorescence; higher % means a stronger effect; GST-tagged Rac1 F28L mutant substrate;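 active = first-screen hits whose inhibition reached a set limit at any dose in the follow-up dose series; inconclusive = inhibition above the set first-screen limit but never retested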;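 also: fluorescence reports GDP produced by GAP-driven GTP hydrolysis; strong numbers were not always called active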
KOR beta-arrestin-2: KOR agonists, beta-arrestin recruitment, primary screen, cell-based, luminescence, uHTS (AID 1777); Kappa-type opioid receptor (Homo sapiens); KOR beta-arrestin recruitment, luminescence; higher % means a stronger effect; activation, % at 10 µM, or EC50 in µM where a hit was titrated; 280,000 tested, 0.02% active; in the data active = activation above about 50%, passing the limit was not always enough; also: a part of the inactive calls stands beside numbers as strong as those of hits
GPR55 activation: GPR55 agonists via beta-arrestin recruitment, primary screen, imaging, U2OS cells, beta-arrestin-GFP redistribution (AID 1961). U2OS GPR55 beta-arrestin-GFP redistribution imaging; higher % means a stronger effect. 290,000 tested, 0.048% active. activation, % at 10 µM, or EC50 in µM where a hit was titrated. G-protein coupled receptor 55 (Homo sapiens);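 active = activation above 40% with more than 50 cells counted in the well; inconclusive = wells holding fewer than 50 cells, flagged as toxic or sparse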;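 also: U2OS osteosarcoma cells stably expressing GPR55 and beta-arrestin-GFP; plate controls were DMSO negative control for no effect and LPI positive control for full effect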
NOD1 NF-kB reporter: NOD1 signaling inhibitors, primary screen, cell-based, luminescence, uHTS (AID 1578); inhibition, % at 4 µM; hits with a dose series show EC50 in µM; 290,000 tested, 1% active; NOD1-driven NF-kB luciferase reporter cells, luminescence; higher % means a stronger effect; in the data active = inhibition mostly above about 36%, no sharp cut-off; inactive = mostly below about 34%;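 also: HEK-293T reporter cells stimulated with the NOD1 agonist gamma-tri-DAP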
NTR1 ag: agonists of NTR1, primary screen, imaging, U2OS cells, beta-arrestin-GFP, high content (AID 493036); NTR1-U2OS beta-arrestin-GFP spot imaging, agonist mode; Neurotensin receptor type 1 (Homo sapiens), P30989; 330,000 tested, 0.17% active; activation, % at 20 µM;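 active = activation at or above 40% of the spot to cytoplasm intensity ratio, with at least 20 cells analyzed; inconclusive = wells under 20 cells, flagged as cytotoxic or low count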;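 also: 0% = DMSO without peptide and 100% = 100 nM NTR1 peptide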
Target sequence (P30989 whole entry, looked up): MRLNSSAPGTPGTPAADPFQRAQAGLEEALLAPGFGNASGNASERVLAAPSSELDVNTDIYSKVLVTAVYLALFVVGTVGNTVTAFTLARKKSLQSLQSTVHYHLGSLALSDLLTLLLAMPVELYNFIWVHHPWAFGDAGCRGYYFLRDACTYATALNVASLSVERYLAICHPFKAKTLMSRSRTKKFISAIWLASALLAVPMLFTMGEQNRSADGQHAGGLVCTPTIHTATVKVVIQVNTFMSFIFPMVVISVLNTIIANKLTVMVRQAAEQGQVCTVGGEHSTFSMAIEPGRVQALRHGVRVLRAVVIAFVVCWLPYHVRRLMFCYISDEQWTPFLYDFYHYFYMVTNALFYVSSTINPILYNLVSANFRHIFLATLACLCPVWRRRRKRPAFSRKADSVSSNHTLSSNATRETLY
NTR1 ag cell count 20 µM: second read-out of NTR1 ag, no call of its own (marks repeat the call); cell count; measured here: cell count, cytotoxicity flag
Numbers without * were called inactive; ? = inconclusive; nt = not tested or not shown; [ ] = another dose, or the depositor's remark. These rows are one share of the data (hit frequency here may not be typical).

| cpd | SMILES | NTR1 ag cell count 20 µM | GPR35 arrestin U2OS | NOD1 NF-kB reporter | KOR beta-arrestin-1 | Rac1 GTP hydrolysis | K1F lysis inhibition | NTR1 ag | KOR beta-arrestin-2 | GPR55 activation | GPR55 antagonists |
| --- | --- | --- | --- | --- | --- | --- | --- | --- | --- | --- | --- |
| 1 | CC(C)(C)c1ccc(/C=C(\C#N)C(=O)NCCN2CCOCC2)cc1 | 65 | -6% | -12% | 12%[20 µM] | 10% | 0.1% | 0.4 | -0.9% | -0.3% | 8% |
| 2 | Cc1ccc(C(=O)N2CCCC(N3CCN(c4cccc(C(F)(F)F)c4)CC3)C2)s1 (stereo not given) | 62 | -11% | -30% | -27% | 10% | 0.2% | 2.8 | -1.5% | -0.1% | 0% |
| 3 | CC1(C)Cc2c(C#N)c(NC3CCCCC3)nc(-c3ccco3)c2CO1 | 64 | 0% | -15% | 1% | 15% | -0.4% | 6.0 | 6.0% | -0.3% | 17% |
| 4 | Cc1nc(-c2ccc(S(=O)(=O)NCc3ccccn3)s2)cs1 | 63 | 4% | -2% | 6% | 9% | 0.6% | -0.3 | 0.2% | 0.4% | -14% |
| 5 | COc1cc(C2NC(=O)NC(c3ccccc3)=C2C(C)=O)cc(Cl)c1OCC(=O)O (stereo not given) | 53 | -8% | -5% | -21% | 3% | 0.0% | 1.2 | -2.1% | 0.1% | -1% |
| 6 | Cc1ccsc1/C=N/n1c(-c2ccccc2)n[nH]c1=S | 50 | 4% | -4% | -31% | 12% | -4.8% | -1.8 | 20% | -0.8% | 0% |
| 7 | CCOC(=O)C(=O)c1c(-c2ccccc2)nc2ccccn12 | 42 | -14% | -7% | -29% | 10% | 0.4% | -0.5 | 4.1% | -0.1% | -11% |
| 8 | O=C(c1ccco1)N1CCN(CCOc2ccc(F)cc2)CC1 | 49 | -3% | -7% | 30% | 12% | 1.5%[50 µM] | 0.4 | -2.6% | 0.0% | -5% |
| 9 | O=c1cc(C(F)(F)F)nc(SC/C=C/c2ccccc2)[nH]1 | 41 | -8% | 35% | -14% | 13% | -0.3% | 1.3 | -2.1% | -0.1% | 10% |
| 10 | CCOc1ccc(S(=O)(=O)c2c[nH]c3ccc(C)cc3c2=O)cc1 | 94 | 0% | -6% | 3% | 5% | 0.4% | -0.6 | -0.2% | 0.0% | 1% |
| 11 | Fc1ccc(N2CCN(Cc3nnc(-c4ccccc4)o3)CC2)cc1 | 74 | -11% | -19% | 13% | 1% | -0.4% | -0.8 | -0.3% | -0.6% | 0% |
| 12 | Cn1cccc1Cc1nnc(SCC(=O)N2CCCc3ccccc32)n1-c1ccc(F)cc1 | 54 | 1% | 32% | -14% | 3% | 0.8% | 0.1 | -3.1% | 0.5% | 8% |
| 13 | CCN(CC)CCNc1cc(C)c(C#N)c2nc3ccccc3n12 | 55 | 12% | -7% | 9% | 4% | -1.3% | -0.6 | -2.2% | -0.1% | 3% |
| 14 | COc1ccc(OC)c(N(C(=O)c2snc(C(N)=O)c2N)C(C(=O)NCc2ccccc2)c2ccc(O)cc2)c1 (stereo not given) | 44 | -2% | 0% | 21% | 2% | 0.6% | 1.8 | -3.8% | 0.7% | 10% |
| 15 | COc1ccc(NCc2ccc([N+](=O)[O-])s2)cc1 | 43 | -4% | 27% | 29% | 24% | -4.3% | 2.3 | -3.4% | 0.0% | 4% |
| 16 | CCNC(=O)NC(=O)COC(=O)CCCSc1nc2ccccc2[nH]1 | 53 | 3% | -13% | -32% | 5% | -0.8% | -2.6 | -3.7% | 0.2% | -7% |
| 17 | CC(=O)c1cc2c(cc1NC(=O)c1cc3nc(C(C)C)cc(C(F)(F)F)n3n1)OCO2 | 90 | 2% | 1% | 7% | -1% | 0.1% | -1.4 | 2.2% | -0.4% | 9% |
| 18 | CCn1c(C(C)NC(=O)c2cccs2)nc2ccccc21 (stereo not given) | 100 | 10% | nt | 22% | 0% | 0.0% | -1.9 | 0.2% | 0.2% | -5% |
| 19 | c1ccc(-c2noc(CSc3nc4ccccc4o3)n2)cc1 | 71 | 18% | -46% | 11% | 7% | -0.1% | 0.2 | -2.2% | 0.0% | 14% |
| 20 | O=C(CSc1ncnc2c1nnn2Cc1ccccc1)NC1CCCC1 | 56 | -2% | 10% | 6% | 5% | 0.1% | 3.8 | -1.6% | 0.4% | -6% |
| 21 | O=S(=O)(NC1CCCCC1)c1cccs1 | 52 | 4% | -10% | 14% | 8% | 0.3% | -0.3 | -4.2% | -0.2% | 9% |
| 22 | CCN1C/C(=C/c2cccs2)c2nc3ccccc3c(C(=O)O)c2C1 | 50 | -3% | 3% | 5% | 15% | 0.3% | 0.6 | 13% | 0.3% | 5% |
| 23 | CC(NC(=O)C1CCCN(S(=O)(=O)c2cccs2)C1)c1ccccc1 (stereo not given) | 63 | 7% | -3% | -22% | 5% | -1.5% | 2.2 | 0.8% | -0.2% | 2% |
| 24 | CCOC(=O)c1c(C)[nH]c(C(=O)COc2ccc3c(c2)OCO3)c1C | 45 | -9% | -14% | 3% | 9% | 0.1% | 8.0 | -4.6% | -0.1% | 12% |
| 25 | Cc1ccc(C)c(NC(=O)c2ccc(S(=O)(=O)N(C)CC3CCCO3)cc2)c1 (stereo not given) | 40 | 1% | 1% | -32% | 6% | 0.2% | -0.6 | 8.3% | -0.1% | -14% |
| 26 | COc1ccc(NC(=O)C2=CCN(S(=O)(=O)c3ccccc3)CC2)cc1OC | 68 | -2% | -8% | 25% | 0% | 0.0% | 1.3 | -1.8% | -0.1% | 3% |
| 27 | CCN(CC)CCn1c(=N)n(CC(=O)c2ccc(C)cc2)c2ccccc21 | 63 | -10% | -7% | nt | 5% | 0.6% | 0.5 | nt | -0.1% | 17% |
| 28 | COC(=O)c1ccc(NC(=O)C(C)Oc2ccccc2)cc1 (stereo not given) | 52 | -2% | -3% | 1% | 8% | 0.4% | -0.3 | -4.5% | -0.1% | 7% |
| 29 | Cc1cc2ccccc2n2c(SCC(=O)NCc3cccs3)nnc12 | 49 | -10% | -20% | 6% | -2% | 0.9% | 0.2 | -0.3% | -0.2% | -9% |
| 30 | CC(Sc1nc2c(c(=O)[nH]1)CCCC2)C(=O)Nc1ccc(Br)cn1 (stereo not given) | 53 | -7% | -6% | -68% | -2% | -0.2% | 0.6 | 2.5% | -0.2% | 2% |
| 31 | Cc1ccc(N2C(=O)CC(Sc3ccccc3C(=O)O)C2=O)cc1C (stereo not given) | 98 | -15% | -49% | -9% | 7% | 0.2% | 0.1 | -1.9% | -0.1% | -5% |
| 32 | O=C(NC1CCCC1)C(c1ccccc1)N(Cc1ccccc1)C(=O)c1csnn1 (stereo not given) | 41 | -11% | -19% | 3% | 7% | 0.2% | 0.5 | -3.9% | 0.0% | 0% |
| 33 | COc1ccc(NC(=O)C2CCCN(S(=O)(=O)c3ccc(C)cc3)C2)cc1OC (stereo not given) | 76 | -14% | -22% | 49% | 4% | 3.2% | -1.3 | 5.0% | -0.1% | -2% |
| 34 | CCN(CC)c1ccc(C2N(C(=O)N3CCOCC3)CCN2S(=O)(=O)c2ccc(C)cc2)cc1 (stereo not given) | 57 | -2% | -4% | -9% | 3% | -0.5% | 2.9 | -3.4% | -0.1% | -15% |
| 35 | S=C(NCCN1CCOCC1)Nc1ccc(Nc2ccccc2)cc1 | 34 | 1% | -23% | -13% | 129µM* | 0.7% | 1.8 | 0.9% | 0.2% | 10% |
| 36 | CC(=O)n1cc([C@H]2C=C(C(=O)N3CCN(Cc4ccc5c(c4)OCO5)CC3)O[C@@H](OCc3ccc(CO)cc3)C2)c2ccccc21 | 99 | -22% | 5% | -22% | -2% | 0.9% | 0.6 | 0.0% | -0.2% | 15% |
| 37 | CC(=O)c1c(C)[nH]c(C(=O)OC2CCOC2=O)c1C (stereo not given) | 76 | 4% | -12% | 28% | 2% | 0.5% | -0.5 | -3.8% | 0.2% | 5% |
| 38 | COCCCNC(=O)[C@H](CSCc1ccccc1)N1Cc2ccccc2C1=O | 48 | -2% | -1% | 4% | 8% | 0.1% | -0.3 | -0.4% | -0.3% | 13% |
| 39 | COc1ccc(CN2C3CCCC2CC(NC(=O)/C=C/c2ccccc2)C3)cc1 (stereo not given) | 39 | -8% | -28% | 43% | 7% | 0.1% | 0.3 | -6.4% | -0.4% | 20% |
| 40 | CN(C)S(=O)(=O)Nc1ccc(C(=O)O)cc1 | 80 | 18% | 4% | -19% | 4% | 0.6% | -1.4 | -12% | -0.2% | -6% |
| 41 | COc1ccccc1NC(=S)N/N=C/c1ccc(O)cc1 | 60 | -15% | -79% | -4% | ? | 10% | 2.1 | 0.0% | 1.7% | 4% |
| 42 | COc1ccc(CC(=O)Nc2ccc(C(=O)NC(C)(C)C)cc2)cc1OC | 61 | 22% | -24% | 17%[20 µM] | 2% | 0.0% | -0.3 | -9.8% | 0.3% | 2% |
| 43 | CCOC(=O)N1CCc2c(sc3c2c(=O)n(Cc2ccccc2)c(=O)n3Cc2cccc(C)c2)C1 | 93 | 8% | -21% | 6% | -1% | -0.1% | 3.7 | -2.4% | 1.2% | 3% |
| 44 | CCOc1ccc(N2CC(C(=O)NCc3ccc4c(c3)OCO4)CC2=O)cc1 (stereo not given) | 60 | 3% | -14% | 17% | 4% | -0.2% | 1.1 | 1.3% | -0.1% | 14% |
| 45 | COCCNC(=O)CN1C(=O)COc2ccc(S(=O)(=O)N3CCCCCC3)cc21 | 46 | 14% | -16% | -10% | 6% | -0.1% | -1.3 | 2.1% | 0.2% | -13% |
| 46 | COc1ccccc1/C=C/C(=O)NCC(=O)N/N=C/c1ccccc1[N+](=O)[O-] | 65 | 7% | -24% | 22% | 8% | 0.1% | 1.0 | -3.5% | -0.5% | 7% |
| 47 | CC(=O)N1c2ccc(S(=O)(=O)N3CCC(C(=O)NCc4ccc(C)cc4)CC3)cc2CC1C (stereo not given) | 49 | 1% | -10% | -6% | 9% | 0.0% | 0.3 | 2.2% | 0.0% | 2% |
| 48 | COc1ccc(C2C(C(=O)N3CCCC3)c3cc(OC)c(OC)cc3C(=O)N2C)cc1OC (stereo not given) | 84 | 15% | -16% | -7% | -1% | 0.1% | 6.6 | -0.2% | -0.1% | -5% |
